KCNH2 WT inh = qHTS for Inhibitors of KCHN2 3.1: Wildtype qHTS | Voltage-gated inwardly rectifying potassium channel KCNH2 (Homo sapiens), Q12809 | U2OS, BacMam KCNH2, thallium flux FluxOr; hits give low values | activity change, % at 1.84 µM | 340,000 compounds, 0.37% hits;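 active = maximum activity change below -70%; inconclusive = maximum activity change between -70% and -50%; inactive = maximum activity change above -50%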; also: % is scaled to controls: 0 for no effect and ±100 for the full control effect
Target sequence (Q12809 whole entry, looked up): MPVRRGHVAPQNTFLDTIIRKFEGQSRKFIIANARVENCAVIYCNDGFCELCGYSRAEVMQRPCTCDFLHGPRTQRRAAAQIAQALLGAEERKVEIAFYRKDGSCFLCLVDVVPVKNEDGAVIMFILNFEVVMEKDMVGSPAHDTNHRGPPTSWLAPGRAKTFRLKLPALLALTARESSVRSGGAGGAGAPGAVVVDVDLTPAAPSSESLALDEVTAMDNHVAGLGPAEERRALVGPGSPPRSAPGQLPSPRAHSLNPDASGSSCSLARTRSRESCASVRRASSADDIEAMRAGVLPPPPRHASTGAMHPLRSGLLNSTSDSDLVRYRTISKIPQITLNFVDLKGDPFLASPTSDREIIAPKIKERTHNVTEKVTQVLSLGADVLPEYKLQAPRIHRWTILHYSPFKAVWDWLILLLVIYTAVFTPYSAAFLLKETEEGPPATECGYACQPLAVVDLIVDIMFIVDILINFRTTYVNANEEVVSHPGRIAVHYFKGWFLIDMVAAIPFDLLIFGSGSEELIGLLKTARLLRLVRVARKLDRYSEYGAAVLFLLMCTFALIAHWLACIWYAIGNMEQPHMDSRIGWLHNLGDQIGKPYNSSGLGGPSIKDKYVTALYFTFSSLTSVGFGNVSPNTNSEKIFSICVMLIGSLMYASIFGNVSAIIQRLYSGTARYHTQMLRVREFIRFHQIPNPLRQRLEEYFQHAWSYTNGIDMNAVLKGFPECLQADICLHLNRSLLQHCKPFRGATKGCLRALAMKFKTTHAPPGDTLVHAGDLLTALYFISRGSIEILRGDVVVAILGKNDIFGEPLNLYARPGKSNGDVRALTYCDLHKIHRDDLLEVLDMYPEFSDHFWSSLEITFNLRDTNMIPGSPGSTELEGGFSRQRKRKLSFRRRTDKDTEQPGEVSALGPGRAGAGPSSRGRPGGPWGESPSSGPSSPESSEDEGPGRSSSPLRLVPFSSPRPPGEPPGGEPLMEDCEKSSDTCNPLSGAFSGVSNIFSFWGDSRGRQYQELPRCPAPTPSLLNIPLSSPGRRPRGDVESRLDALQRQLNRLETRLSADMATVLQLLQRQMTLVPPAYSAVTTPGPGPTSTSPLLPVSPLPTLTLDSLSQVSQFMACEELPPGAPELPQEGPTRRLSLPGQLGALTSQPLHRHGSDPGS
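U2OS cells transduced with wild-type KCNH2 virus are loaded with FluxOr dye for 45 min, and thallium flux is measured in kinetic reads before and after stimulation buffer. Rate constants are normalized to DMSO controls.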
CXXC DNA block = qHTS Fluorescence Polarization Assay for Inhibitors of MLL CXXC domain - DNA interaction. MLL-CXXC / FITC-HOXA9 DNA fluorescence polarization. Potency, µM (doses to about 115 µM), without a hit: at the highest dose activity change, negative = inhibition, usual class: inhibitors. 290,000 compounds, 0.037% hits. AID 2662, 2010; active = well fitted inhibition curve with a large enough effect in the polarisation, with a control signal flat, not every such curve was filed as active; inconclusive = small, poorly fitted or top-dose-only effect, or effect the other way, or a change in a side signal; inactive = no such curve, though single readings can be large or run the other way; the % refers to the polarisation; also: potency is read from the fitted curve at half-maximal effect
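Steps: dispense CXXC domain solution (7 uM) → pin compounds or unlabeled HOX-A9 DNA control → 5 min ambient → add FLSN-HOX-A9 solution (50 nM) → spin → 30 min ambient → fluorescence polarization. Tris pH 7.5/NaCl/DTT/BSA buffer.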
Coupling enz = qHTS Assay for Inhibitors of Fructose-1,6-bisphosphate Aldolase from Giardia Lamblia: Coupling assay counterscreen; activity change, negative = inhibition, % at 58.2 µM, hits read low; coupling enzyme system counterscreen, AmpLite Red fluorescence; 290,000 compounds, 0.67% hits; in the data active = activity change below about -30%; also: % is scaled to controls: 0 for no effect and ±100 for the full control effect
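Counterscreen of the coupled detection system alone, without aldolase: glyceraldehyde-3-phosphate coupling enzymes plus AmpLite Red readout. Compounds at 57.5 uM final, 10 min RT preincubation, 20 min RT reaction, fluorescence 525/598 nm.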
MBNL1-CUG inh = qHTS Assay for Inhibitors of MBNL1-poly(CUG) RNA binding | Potency, µM (series often up to 57.5 µM), inactives show top-dose activity change, negative = inhibition, most hits filed as inhibitors | TR-FRET MBNL1-His/biotin-(CUG)12 binding, 665/545 ratio | 280,000 compounds, 0.036% hits; active = well fitted inhibition curve with a large enough effect in the signal ratio, with a control signal flat, not every such curve was filed as active; inconclusive = small, poorly fitted or top-dose-only effect, or effect the other way, or a change in a side signal; inactive = no such curve, though single readings can be large or run the other way; the % refers to the signal ratio; also: potency is read from the fitted curve at half-maximal effect; % is scaled to controls: 0 for no effect and ±100 for the full control effect
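Compound titration spanned 92 nM–58 uM against the MBNL1-His/biotin-(CUG)12 complex. After 60 min at room temperature with 5 nM streptavidin-XL665 and 0.055 ng/ul terbium anti-His, ratiometric 665/545 nm emission (Ex 340 nm) normalized to controls.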
Integrin act MD = qHTS for Activators of Integrin-Mediated Alleviation for Muscular Dystrophy. AID 624291, 2012. alpha7betagal myoblasts, beta-gal FDG fluorescence, 48 h. Potency, µM (top dose mostly 38.3 µM), for the others: at the highest dose activation, most hits filed as activators. 350,000 compounds, 0.064% hits;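 also: potency is read from the fitted curve at half-maximal effect; 100% = response of the positive control SU9516; nearly all actives have a fitted effect of over 60% in size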
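alpha7betagal+/- myoblasts (passage 13, 250/well) treated 48 h at 37C with compounds at 1:260 dilution of DMSO stock. Lysed, then beta-galactosidase activity read as FDG fluorescence (ex 480/em 540) after 30 min, with pre-read for autofluorescence.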
GALK inh = qHTS Assay for Inhibitors of Human Galactokinase (GALK); P51570; Purified GALK, Kinase-Glo residual ATP luminescence; Potency, µM (series often up to 57.5 µM), for inactives: top-dose activity change, negative = inhibition, hits mostly inhibitors; 270,000 compounds, 0.007% hits; AID 1868, 2009; also: potency is read from the fitted curve at half-maximal effect; % is scaled to controls: 0 for no effect and ±100 for the full control effect
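The enzyme phosphorylates galactose (100 uM) using ATP (35 uM); inhibition is detected as higher residual ATP, quantified by bioluminescence after 1 h reaction at room temperature, pH 8.0.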
ASM inhibitor = Inhibitors of Secretory Acid Sphingomyelinase (S-ASM): qHTS; 340,000 compounds, 0.006% hits; placental ASM, HMU-PC fluorogenic substrate, 60 min; Potency, µM (doses to about 57.5 µM), for inactives: at the highest dose activity change, negative = inhibition, actives largely listed as inhibitors; also: potency is read from the fitted curve at half-maximal effect
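Human placenta-derived ASM enzyme was preincubated with compound for 10 minutes at room temperature, then given fluorogenic substrate HMU-PC0 (9 uM final) for 60 minutes at 37 °C; a pH 10 stop preceded fluorescence reading at Ex 386/Em 447 nm.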
KCNH2 3.1 inh = qHTS for Inhibitors of KCHN2 3.1: Mutant qHTS; activity change, % (tested at about 1.8 µM); U2OS KCNH2 3.1, thallium flux FluxOr; hits give low values; Potassium voltage-gated channel subfamily H member 2, brain isoform KCNH2 3.1 (human); 340,000 compounds, 0.95% hits; AID 720553, 2013;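 active = maximum activity change below -70%; inconclusive = maximum activity change from -70% to -50%; inactive = maximum activity change above -50%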;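 also: thallium influx rate constant from kinetic fluorescence after stimulation buffer; % is scaled to controls: 0 for no effect and ±100 for the full control effect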
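We transduce U2OS cells with the mutant 3.1 virus, culture them overnight, load FluxOr with Red40 quencher for 45 min, then add stimulation buffer and read kinetically for 2 min to derive a normalized rate constant.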
TRPV1 ag = HTS Assay for Compounds that Act as Agonists of the Vanilloid Receptor 1; Transient receptor potential cation channel subfamily V member 1 (Homo sapiens), Q8NER1; TRPV1-expressing cells, Fluo-8 calcium influx, agonist mode; activation, % at 8.33 µM; 320,000 compounds, 0.19% hits; AID 540275, 2011; in the data active = activation above about 80%; inconclusive = between about 30% and that limit; also: 0% is about no effect
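Cells expressing TRPV1 were dye-loaded with Fluo-8 and read kinetically: 10 s baseline, 3 min after compound (agonist portion), then 2 min after EC20 capsaicin (allosteric enhancer portion). Calcium-bound dye fluorescence at 480/520 nm.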
AT treatment = qHTS Assay for Identifying a Potential Treatment of Ataxia-Telangiectasia; […] A-T fibroblasts, KAP-1 phosphorylation AlphaLISA; neocarzinostatin DNA damage 30 min before lysis; Potency, µM (series often up to 57.5 µM), for the others: top-dose activation, actives largely listed as activators; 320,000 compounds, 0.19% hits; AID 485349, 2010; also: potency is read from the fitted curve at half-maximal effect; % of control where 0% means no effect; nearly all actives have a fitted effect of over 45% in size
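ATM-like activity read as KAP-1 phosphorylation via AlphaLISA donor/acceptor antibody pairs after lysis and 6 hr at 25C. Cells were ATM-null patient fibroblasts ([…], hTERT), dosed 60 min, then exposed to the DSB inducer NCS for 30 min.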
An asterisk follows results filed as active; u = inconclusive; x = no result given; & = joins results of further samples; [ ] = another dose, or the depositor's remark. Unless noted, calls follow the shape of the dose curve; as a rule, active = well fitted curve in the direction sought with a large enough effect; inconclusive = small, poorly fitted or top-dose-only effect, or another doubt; inactive = no such curve, though single readings can be large; an effect the other way counts as inactive or inconclusive.

SMILES	KCNH2 WT inh	CXXC DNA block	Coupling enz	MBNL1-CUG inh	Integrin act MD	GALK inh	ASM inhibitor	KCNH2 3.1 inh	TRPV1 ag	AT treatment
CN1C[C@@H]2C(c3ccc(Cl)nc3)C3(c4ccccc4)CC2(C3)[C@H]1c1ccccc1 (stereo partly drawn)	-3.3	19.8%	5.6&5.8	10.3%	-3.7%	-1.0%	6.2%	u	u	6.5%
O=C(CSc1nnc(-c2ccccn2)n1-c1ccccc1)Nc1ccc2c(c1)OCO2	0.8	-0.1%	0.1	7.5%	-20.2%	0.5%	-0.1%	2.9	-3.8	x
CCOC(=O)c1[nH]c2ccccc2c1NC(=O)c1ccc(Br)o1	7.4	1.7%	-5.6	9.9%	8.4%	-3.2%	-4.0%	-6.4	26.7	7.0%
COc1ccc(CC(=O)NC(C)c2nnc(SCC(=O)Nc3ccccc3F)n2C)cc1 (stereo not drawn)	18.1	13.7%	-0.1	-4.7%	9.8%	4.3%	3.2%	21.2	4.1	-0.1%
COc1ccccc1CN1C[C@@H]2C[C@@H](C3=Cc4cccc(OC)c4OC3)N3CCC[C@@]23C1=O	0.0	-1.7%	-1.1	9.9%	-11.5%	1.9%	-0.3%	5.5	1.7	-0.6%
O=C(CS(=O)CC(=O)Nc1ccccc1-c1ccccc1)Nc1ccc(F)cc1 (stereo not drawn)	6.7	0.9%	-0.8	0.7%	-21.1%	-1.0%	1.5%	-34.3	-1.2	-0.4%
CCCCC(O)(CCCC)C(=O)NN(C(=O)CCl)c1ccccc1	-11.0	-12.3%	1.2	-8.2%	-51.2%[inhibitor]	-1.1%	4.6%	-6.4	-0.5	9.9%
COc1ccc(-n2c(C)cc(-c3cn4cccc(C)c4n3)c2C)cc1	x	7.4%	-0.5	1.9%	-63.3%[inhibitor]	3.4%	-0.9%	-18.2	0.2	-7.0%
Cc1ccc(Oc2ncc(CN3CC(C)OC(C)C3)s2)cc1 (stereo not drawn)	0.0	-2.8%	-0.4	0.0%	8.5%	-0.8%	2.5%	0.1	0.5	-0.9%
O=C(C1CC1)N(CCN(C(=O)C1CC1)c1ccccc1)c1ccccc1	-8.3	-4.8%	x	2.8%	9.2%	-0.5%	5.6%	-7.0	6.2	7.0%
Cc1c(C(=O)C(=O)NCC2CCCO2)c2ccccc2n1C (stereo not drawn)	3.4	-1.5%	-3.0	2.1%	-6.1%	0.1%	-3.0%	8.5	-2.6	-1.9%
Cc1ccc(C(CC(=O)c2ccc(Cl)cc2)C(=O)O)cc1 (stereo not drawn)	-6.2	3.7%	0.9	x	19.5%	8.2%	-0.4%	x	-1.1	-1.4%
COC(=O)c1ccc(Sc2ccc(C)cc2)c(N)c1	-4.8	0.8%	1.1	18.1%	-0.5%[7.66 µM]	-0.9%	53.9%[activator]	-1.6	1.3	22.0%
Cc1sc(-c2cccnc2)nc1OC(=O)C1CC1	1.1	-4.9%	3.3	10.6%	u	-1.8%	0.2%	8.1	-0.6	-0.9%
S=C1NC(c2ccccc2)N2C(=S)NC(c3ccccc3)N12 (stereo not drawn)	-1.8	2.8%	0.4	6.3%	-15.2%	-0.3%	-1.0%	5.4	0.9	-1.1%
CC(=O)C1=C(c2ccccc2)OC(N)=C(C#N)C1c1ccc(O)cc1 (stereo not drawn)	-16.3	-1.4%	2.8	u	5.1%	-0.1%	-0.8%	-30.0	-4.8	9.6%
Cc1cc(C)c2c(=O)[nH]cnc2n1	7.2	-2.8%	0.6	3.7%	u	7.3%	5.2%	-23.4	-0.3	-0.5%
Cn1c(=N)n(CC(=O)c2ccc(Br)s2)c2ccccc21	7.1	-1.0%	-1.2	16.7%	-60.7%[inhibitor]	0.0%	-1.6%	-48.4	2.4	x
COc1ccccc1CSc1nc2c(c(=O)n(C)c(=O)n2C)n1C	0.1	14.7%	-1.0	1.0%	35.8%	-0.7%	-1.8%	6.5	-0.8	1.6%
CCOC(=O)c1sc(NC(=O)c2sc(C)nc2C)nc1C	-11.0	-25.0%	3.7	0.2%	-19.8%	x	-0.4%	19.1	-0.3	-22.9%
Cc1ccc(-c2nc3cccnc3s2)cc1NS(=O)(=O)c1ccc2c(c1)OCCO2	-1.5	-0.6%	2.7	29.7%	-22.3%	-0.9%	51.2%	-2.9	-2.9	5.9%
CCn1c2ccccc2c2cc(N=C3SC(CC(=O)Nc4ccccc4)C(=O)N3C)ccc21 (stereo not drawn)	4.3	36.5%[activator]	-1.5	-4.9%	21.8%	-2.3%	-29.3%	13.4	x	-2.3%
O=C(CCS(=O)(=O)c1ccc(Cl)cc1)Nc1nccs1	0.2	x	x	x	-46.8%[inhibitor]	x	1.5%	9.4	-2.4	2.0%
O=C1c2ccccc2C(=O)N1S(=O)(=O)c1ccccc1	-2.2	-5.5%	x	0.9%	-10.6%	-4.1%	7.7%	-0.4	-2.8	-3.4%
c1ccc(CC2CCN(Cc3nc(-c4ccccc4)no3)CC2)cc1	4.3	6.0%	0.1	-8.9%	-15.0%	0.3%	-5.8%	4.0	12.2	8.9%
O=C(Nc1cccc(-c2nnc(-c3ccccc3)o2)c1)C1CCCCC1	-6.4	-1.6%	-4.7	-17.6%	17.4%	2.1%	-2.8%	19.2	-5.0	6.7%
CCn1c(SC)nnc1-c1nn(-c2ccccc2)ccc1=O	-0.6	-3.8%	2.1	-1.6%	14.9%	-2.4%	6.1%	14.1	-1.5	4.2%
Cc1nn(Cc2ccc(C(=O)NC(C)(C)C)o2)c(C)c1Br	0.3	-8.1%	1.3	-8.3%	-47.6%[inhibitor]	-1.7%	2.3%	8.2	9.0	-2.7%
O=C(CSc1ccc2c(c1)OCCO2)Nc1ccc(Br)cn1	-4.9	10.5%	x	-0.8%	6.2%	4.5%	x	-23.5	1.3	17.5%
Cn1nc(C(=O)OCCN2C(=O)c3ccccc3C2=O)c2ccccc2c1=O	9.6	10.1%	6.6	6.3%	-5.5%	-1.6%	-0.5%	-6.2	-0.6	-0.1%
O=C(NCC(c1ccco1)N1CCCC1)c1ccccc1F (stereo not drawn)	-2.6	10.3%	0.1	-9.0%	0.0%	-0.3%	3.3%	-10.1	3.4	5.6%
CC(C)n1cc(CN2CCC(Oc3ccc(C(=O)N4CCCCC4)cc3)CC2)cn1	22.7	-5.1%	x	-9.7%	-9.1%	-2.3%	4.7%	4.3	-1.6	11.9%
S=C(NCc1ccco1)N1CCN(Cc2ccco2)CC1	-32.1	-0.2%	1.8	-14.9%	-1.4%	x	1.7%	-9.4	-0.5	4.8%
O=C(/C=C/c1c(Cl)cccc1Cl)NCCCn1ccnc1	-2.7	x	x	x	10.4%	x	0.1%	-6.8	x	x
COc1ccc(S(=O)(=O)N(CC(=O)NN=C2CCN(C)CC2)c2ccc(C)cc2)cc1OC	-10.7	18.1%	x	-4.7%	u	0.9%	-1.0%	x	0.3	9.0%
Cc1ccc(S(=O)(=O)N(C)C)cc1NC(=O)COC(=O)/C=C/c1cnc2ccccc2n1	-0.3	-14.4%	0.9	u	2.2%	0.3%	-2.4%	1.8	2.8	0.8%
COc1ccc(N(C(=O)c2ccncc2)S(=O)(=O)c2cccs2)cc1	-6.8	3.0%	1.1	-2.7%	-1.7%	1.1%	-0.1%	-4.1	-3.0	26.4%
CCCNC(=S)Nc1ccc(CC(=O)OC)cc1	36.4	0.2%	1.5	1.8%	-20.1%	2.0%	0.1%	6.5	2.3	2.5%
C=CCn1c2ccccc2c(=O)c2cc(C#Cc3ccccn3)ccc21	-11.7	x	x	x	-7.6%	x	x	11.2	16.2	22.9%

Two entries drawn at random from those above, as already listed:
SMILES	KCNH2 WT inh	CXXC DNA block	Coupling enz	MBNL1-CUG inh	Integrin act MD	GALK inh	ASM inhibitor	KCNH2 3.1 inh	TRPV1 ag	AT treatment
COc1ccc(N(C(=O)c2ccncc2)S(=O)(=O)c2cccs2)cc1	-6.8	3.0%	1.1	-2.7%	-1.7%	1.1%	-0.1%	-4.1	-3.0	26.4%
O=C(Nc1cccc(-c2nnc(-c3ccccc3)o2)c1)C1CCCCC1	-6.4	-1.6%	-4.7	-17.6%	17.4%	2.1%	-2.8%	19.2	-5.0	6.7%

Screening results deposited in PubChem BioAssay by National Center for Advancing Translational Sciences (NCATS).
